Screening data: PubChem, National Center for Advancing Translational Sciences (NCATS)
GAA glycogen – alters human alpha-glucosidase cleavage of glycogen; P10253; 0.38% of 300,000 active; Potency, µM (titrated, usually from 76.4 µM), inactives show at the top dose activity change, negative = inhibition, hits mostly inhibitors; recombinant GAA, glycogen substrate, Amplex Red glucose oxidase fluorescence; active = well fitted inhibition curve with a large enough effect; inconclusive = small, poorly fitted or top-dose-only effect, or another doubt; inactive = no such curve, though single readings can be large or run the other way;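 note: 0% = full enzyme reaction and -100% = no-enzyme basal signal; the screen sought inhibitors and activators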
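Recombinant human enzyme (4 nM); glycogen substrate; 37 C, 40 min, pH 5.0. Readout: coupled glucose oxidase/Amplex Red fluorescence.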
The depositor's hits bear a star; ? = inconclusive; [ ] = remark or other dose. Potency is the fitted concentration of half-maximal effect.

Sample of the layout (3 entries):
SMILES	GAA glycogen
COCCN1CCN(C(=O)c2cc(COc3ccc(F)cc3Cl)on2)CC1	-0.3%[76.3 µM]
O=C(Nc1nccs1)c1ccc(N2CCOCC2)c([N+](=O)[O-])c1	-9.6%[76.3 µM]
COc1ccc(OC)c(/C=N/NC2=NS(=O)(=O)c3ccccc32)c1	-5.7%

This part in full, from the start:
SMILES	GAA glycogen
COCCN1CCN(C(=O)c2cc(COc3ccc(F)cc3Cl)on2)CC1	-0.3%[76.3 µM]
O=C(Nc1nccs1)c1ccc(N2CCOCC2)c([N+](=O)[O-])c1	-9.6%[76.3 µM]
COc1ccc(OC)c(/C=N/NC2=NS(=O)(=O)c3ccccc32)c1	-5.7%
COc1cccc(CNS(=O)(=O)c2c(C(=O)N3CCCCCC3)c(C)n(C)c2C)c1	0.3%[76.3 µM]
O=C(CCC(=O)N1CCN(Cc2ccc(F)cc2)CC1)Nc1nnc(C2CCCCC2)s1	-0.4%[76.3 µM]
Cc1ccn2c(c1)nc(=O)c1cc(S(=O)(=O)N3CCC(C)CC3)c(Cl)cc12	1.2%[76.3 µM]
CCOc1ccc(NC(c2ccc(Cl)cc2)c2nnc(-c3cccc(F)c3)o2)cc1 (stereo not given)	-19.4%[76.3 µM]
COc1cc(C(=O)NCCCC2CCCC2)ccc1OC1CCN(C(C)=O)CC1	6.1%[76.3 µM]
O=C(C(=O)N1CCN(c2ccccc2Cl)CC1)c1c[nH]c2ccccc12	-12.8%[76.3 µM]
Cc1nc2c3ccccc3nc(NNC(=O)CCC(=O)NCCN3CCN(c4ccccc4)CC3)n2n1	?
COc1ccc(Cn2cc(C(=O)c3ccc(OC)cc3)c(=O)c3cc4c(cc32)OCCO4)cc1	11.0%[76.3 µM]
CN1CCN(C(=O)CN(C)S(=O)(=O)c2cc(Cl)ccc2Cl)CC1	3.2%
CCOC(=O)c1sc(NC(=O)COc2ccccc2Cl)c(C(=O)OCC)c1C	-13.8%[76.3 µM]
COc1ccc(N(CC(=O)N2CCOCC2)S(C)(=O)=O)cc1OC	0.9%[76.3 µM]
Cc1cc(C)c(C#N)c(Nc2ccccc2C)n1	0.1%[76.3 µM]
C=CCSc1nnc(CNS(=O)(=O)c2ccc(C)cc2)n1C	1.3%[76.3 µM]
CCc1ccc(C(=O)c2cn(CC(=O)Nc3ccc4c(c3)OCO4)c3ccc(Cl)cc3c2=O)cc1	-0.8%[76.3 µM]
O=C1/C(=C/c2ccc(O)cc2)COc2ccccc21	5.9%
COc1cccc(C(=O)Oc2ccc(/C=N/NC(=O)c3ccncc3)cc2OC)c1	0.4%
Cc1ccc(C)c(OC(=O)c2cccnc2Cl)c1C	-1.7%
C/C(=N\NC(=O)CCC(=O)Nc1ccc(C)c(C)c1)C1CC1	-3.2%[76.3 µM]
CCOc1ccc(N2CC(C(=O)Nc3ccccc3N3CCCC3)CC2=O)cc1 (stereo not given)	6.1%[76.3 µM]
COc1cccc(N2CCN(C(=O)Cn3ncc4c3-c3ccccc3OC4)CC2)c1	15.0%[76.3 µM]
CCCCn1c(C23CC4CC(CC(C4)C2)C3)n[nH]c1=S	3.2%[76.3 µM]
C=CCC1NS(=O)(=O)OCC1C(C)C (stereo not given)	6.2%[76.3 µM]
COc1ccccc1C(=O)NC(=O)Nc1c(C)cc(C)cc1C	3.4%
CCOc1ccc(OCCC(=O)OCC(=O)NCc2ccccc2)cc1	0.5%[76.3 µM]
Cc1ccccc1N1CC(C(=O)Nc2ccc3c(c2)OCO3)CC1=O (stereo not given)	-3.9%
COCCCn1c(=N)c(C(=O)NC2CCCC2)cc2c(=O)n3cc(C)ccc3nc21	16.1%[76.3 µM]
Cc1ccc(Nc2c(-c3ccc(C)cc3)nc3cnccn23)cc1	?
COc1cc(NC(=O)c2cc(S(=O)(=O)N3CCCCC3)c[nH]2)cc(OC)c1	6.6%[76.3 µM]
CCC(Sc1nc(-c2ccccc2F)nc2c1Cc1c(CO)cnc(C)c1O2)C(=O)Nc1cc(C)ccc1C (stereo not given)	-3.2%[76.3 µM]
CC(CCN1CCN=C1Nc1ccccc1)c1ccccc1 (stereo not given)	10.7%[76.3 µM]
O=C(O)/C=C\c1cccc(-n2nnnc2SCc2ccccc2F)c1	-2.3%
COc1ccc(/C=C(\NC(=O)c2ccco2)C(=O)NC(Cc2ccccc2)C(=O)O)cc1 (stereo not given)	0.1%
COc1ccc(-c2cc(C(=O)Nc3ccc(Br)cc3)no2)cc1	2.4%
CC(=O)N1CCN(c2ccc(NC(=O)c3ccccc3C)cc2)CC1	-1.7%[76.3 µM]
Cc1ccsc1/C=N/NC(=O)CNC(=O)c1ccccc1	-0.1%[76.3 µM]
COc1ccc(C(=O)O/N=C(\N)c2ccc(Br)cc2)cc1	7.6%
CC1CC(=O)Nc2ccccc2N1S(=O)(=O)c1ccc(C(F)(F)F)cc1 (stereo not given)	-2.7%[76.3 µM]
Cc1nc(N2CCN(C(=O)c3ccco3)CC2)nc2c1C(=O)CCC2	2.4%[76.3 µM]
CCOC(=O)c1c(NC(C)=O)c2c3c(sc2n1Cc1nc(-c2ccc(Cl)cc2)oc1C)CCCC3	17.6%[76.3 µM]
Cc1cccc(NC(=O)CSc2nc3ccccc3nc2N2CCCC2)c1C	4.1%[76.3 µM]
CCCOc1ccc(C2Nc3cccc4cccc(c34)N2)cc1	2.7%[76.3 µM]
Cn1c(=O)oc2cc(S(=O)(=O)NCc3ccc(F)cc3)ccc21	-0.7%[76.3 µM]
CCCC1=Nc2cc(C(=O)NCc3ccccc3)ccc2Sc2ccccc21	7.5%[76.3 µM]
Cc1cc2c(OCC(O)CNCc3ccco3)cccc2[nH]1 (stereo not given)	-3.1%
COc1ccc(C(=O)NCCN=C2NS(=O)(=O)c3ccccc32)cc1	4.3%
CCOC(=O)c1ccc(NC(=O)CS(=O)(=O)Cc2nc(-c3ccc(C)cc3)oc2C)cc1	18.1%[76.3 µM]
CC(C)NC(=O)CCc1nc2cccnc2n1-c1ccccc1	-6.3%
NC(=O)CC(NC(=O)Cc1cccc2ccccc12)c1ccc(N2CCN(c3ccccn3)CC2)c([N+](=O)[O-])c1 (stereo not given)	-2.2%[76.3 µM]
CC1CCCCN1S(=O)(=O)c1ccc(C(=O)Nc2nnc(C3CC3)o2)cc1 (stereo not given)	1.1%[76.3 µM]
COc1ccccc1NC(=O)c1c(NC(=O)c2ccccc2F)sc2c1CCC2	15.6%[76.3 µM]
COc1ccccc1CCCNC(=O)C1CCC(=O)N(CCN2CCOCC2)C1 (stereo not given)	-5.1%[76.3 µM]
COc1cccc(C(=O)CSc2nccn2C)c1	1.6%[76.3 µM]
O=[N+]([O-])c1ccc(CSC2=NCCN2)cc1	16.0%[76.3 µM]
CCCCN(Cc1ccccc1)C1CCN(Cc2ccccc2)CC1	4.1%[76.3 µM]
O=c1ccc2cc(S(=O)(=O)NCc3ccccc3)ccc2[nH]1	-2.0%[76.3 µM]
Cc1ccc(C)c(Nc2c([N+](=O)[O-])ccc3nonc23)c1	6.2%
O=C(Nc1ccc2c(c1)C(=O)NC2=O)c1cccc(C(F)(F)F)c1	-16.3%[76.3 µM]
Remaining list, next part
SMILES	GAA glycogen
COc1cccc(CN2C(=O)NC3(CCCCCC3)C2=O)c1	-4.9%
CCOC(=O)c1ccc(NC(=O)CSc2nc3cc4ccccc4cc3[nH]2)cc1	14.5%[76.3 µM]
O=C(NC1CCSC1=O)C1CC(=O)N(c2ccc(F)cc2)C1 (stereo not given)	4.3%
Cc1c(CCC(=O)NCCCN2CCCC2=O)c(=O)oc2c(C)c(O)ccc12	19.4%[76.3 µM]
Nc1c2c(nn1-c1ccccc1)CCC2	3.2%
O=C(Nc1c(-c2ccccc2)nc2ccccn12)c1ccccc1F	4.8%
CCOC(=O)c1ccc(NC(=O)CC2C(=O)N(c3ccccc3)C(=O)N2Cc2ccc(C)cc2)cc1 (stereo not given)	2.7%[76.3 µM]
COc1ccc(C(=O)Nc2ccc(C(=O)N3CCOCC3)cc2)cc1OC	6.0%
CCSc1ncc(Cl)c(C(=O)N2CCN(c3ccc(OC)cc3)CC2)n1	-8.0%[76.3 µM]
Cc1ccc(C(=O)Nc2sc3c(c2C(=O)NCc2ccco2)CCC(C(C)(C)C)C3)cc1 (stereo not given)	5.5%[76.3 µM]
Cc1ccc(CNC(=O)c2cn(C)c3ccc(S(=O)(=O)N4CCOCC4)cc3c2=O)cc1	-20.3%[76.3 µM]
CCc1cc(=O)oc2cc(C)cc(OC(C)C(=O)NCc3cccnc3)c12 (stereo not given)	-9.5%[76.3 µM]
Cc1ccc(NS(=O)(=O)c2ccc3c(c2)CCN3C(=O)C2CC2)c(C)c1	-21.6%[76.3 µM]
COc1cccc(CN2C(=O)c3ccccc3Sc3ccc(C(=O)NCCc4ccc(Cl)cc4)cc32)c1	-7.4%[76.3 µM]
CC1C(=O)C(C)C(c2ccc(Br)cc2)NC1c1ccc(Br)cc1 (stereo not given)	-11.9%
O=C(O)c1cc(-c2ccc3c(c2)OCO3)nc2ccc(Cl)cc12	-14.6%[76.3 µM]
CCn1cc(C(=O)OCC(=O)Nc2cccc(C)c2)c(=O)c2ccc(C)nc21	-1.0%
CC(CCc1ccccc1)NC(=O)COC(=O)c1ccc(NC(=O)CC#N)cc1 (stereo not given)	-4.0%
Cc1nn(-c2ccc(F)cc2)c2nc(N)c(C#N)c(-c3ccc(O)c(O)c3)c12	-29.1%
COc1ccc(-n2c(Cc3ccccc3)nnc2SCc2nc(-c3ccccc3C)no2)cc1	2.7%[76.3 µM]

Quoted at random: 3 records from the list, in no set order.
SMILES	GAA glycogen
COc1cccc(CN2C(=O)c3ccccc3Sc3ccc(C(=O)NCCc4ccc(Cl)cc4)cc32)c1	-7.4%[76.3 µM]
COc1ccc(-n2c(Cc3ccccc3)nnc2SCc2nc(-c3ccccc3C)no2)cc1	2.7%[76.3 µM]
CCn1cc(C(=O)OCC(=O)Nc2cccc(C)c2)c(=O)c2ccc(C)nc21	-1.0%

Next part
SMILES	GAA glycogen
CCC(C(=O)NCCc1ccc(OC)c(OC)c1)n1nc(C)c2sc3ccccc3c2c1=O (stereo not given)	17.3%[76.3 µM]
Cc1c(C(=O)CN2CCCC(C)(C)C2)c2ccccc2n1C	-7.3%
C=CCNC(=O)C1CCC(=O)N1S(=O)(=O)c1ccc(C)cc1 (stereo not given)	0.2%[76.3 µM]
Cc1c(O[C@@H]2O[C@H](CO)[C@@H](O)[C@H](O)[C@H]2O)ccc2c1oc(=O)c1ccccc12	3.0%
O=C(CSc1nc2ccccc2c(=O)n1CC1CCCO1)NCc1ccccc1 (stereo not given)	-4.3%
C=CCOc1ccccc1CN1CCCCCC1	0.1%[76.3 µM]
O=C(Nc1ccccc1Cl)c1sc2cccc(Cl)c2c1Cl	-15.1%[76.3 µM]
Cc1ccc(C(=O)NNS(=O)(=O)c2ccc(F)cc2)cc1	?
CC(C)(C)c1ccc(C(=O)OCCN2CCCCC2)cc1	3.6%
O=C(OCc1ccc(Br)cc1)c1cccnc1	-0.6%[76.3 µM]
Cc1ccnc(Nc2nc(-c3ccc(F)cc3)cs2)c1	-16.0%[76.3 µM]
Cc1ccc(C(=O)Nc2ccc3oc(-c4ccc(C(C)(C)C)cc4)nc3c2)cc1	3.8%[76.3 µM]
Cc1cccc(C(C)C)c1NC(=O)c1cc2ccccc2o1	-9.7%[76.3 µM]
O=C(c1cc2cc(F)ccc2[nH]1)N1CCC(Cc2ccccc2)CC1	-8.4%
COc1ccc(/C=C2/SC(=S)N(CCCC(=O)Nc3ccc(O)cc3)C2=O)cc1OC	-7.0%[76.3 µM]
COc1ccc(C(=O)N2CCCN(C)CC2)c(OC)c1	-6.4%[76.3 µM]
CC(C)CNS(=O)(=O)c1ccc(S(=O)(=O)N2CCN(C3CCCC3)CC2)cc1	6.2%
Clc1ccccc1CN1CCSCC1	-13.2%[76.3 µM]
CN(CC(=O)Nc1ccc(Br)cc1)Cc1ccccc1	-11.6%[76.3 µM]
COc1ccc(NC(=O)CSc2cn(CC(=O)N3CCCCC3)c3ccccc23)c(OC)c1	-10.0%[76.3 µM]
Cc1cccc(NC(=S)N2CCC(NC(=O)C3CCCCC3)CC2)c1	3.5%
CCOc1ccccc1OC(C)C(=O)Nc1ccc(S(=O)(=O)N2CCCC2)cc1 (stereo not given)	1.7%[76.3 µM]
CCCCNC(=O)[C@H]1C[C@H]1[C@@H](O)[C@H](CO)NC(=O)[C@H](Cc1ccccc1)NC(=O)OC(C)(C)C	-0.5%[76.3 µM]
CCOc1cc(Br)c(C2C(C(=O)OC)=C(C)NC3=C2C(=O)c2ccccc23)cc1OCC (stereo not given)	-6.9%[76.3 µM]
CCOCCCNC(=O)CN1C(=O)COc2ccc(S(=O)(=O)N3CCCCCC3)cc21	16.6%[76.3 µM]
Cc1ccc(C)c(NC(=O)CSc2nc(-c3ccccc3Cl)nc3c2Cc2c(CO)cnc(C)c2O3)c1	-2.5%[76.3 µM]
CCOC(=O)C1CCN(c2cc3c(cc2NC(=O)c2ccc(F)cc2)n(C)c(=O)n3C)CC1	6.6%[76.3 µM]
Cc1cccc(C)c1NC(=O)COC(=O)c1ccccc1O	-2.6%[76.3 µM]
NC(=O)CC(NC(=O)c1ccccc1)c1ccc(N2CCN(c3ccccn3)CC2)c([N+](=O)[O-])c1 (stereo not given)	4.4%[76.3 µM]
CCOc1ccc2nc(N3CCCC(C(=O)Nc4cc(Cl)c(OC)cc4OC)C3)sc2c1 (stereo not given)	-7.3%[76.3 µM]
COc1cccc(CNC(=O)c2cccc(S(=O)(=O)N3CCN(C)CC3)c2)c1	-1.4%[76.3 µM]
CCSc1ncc(Cl)c(C(=O)N2CCN(c3ccccc3OC)CC2)n1	-3.9%[76.3 µM]
O=C(Cn1c(=O)n(Cc2ccccc2)c(=O)c2cc(Cl)ccc21)NCC1CCCO1 (stereo not given)	-10.0%
COc1cc(/C=C/c2ccc3cccc(O)c3n2)ccc1O	2.6%

Rewritten in CSV form: entries from further up.
molecule,GAA glycogen
COc1cccc(CN2C(=O)NC3(CCCCCC3)C2=O)c1,-4.9%
CCOC(=O)c1ccc(NC(=O)CSc2nc3cc4ccccc4cc3[nH]2)cc1,14.5%[76.3 µM]

These rows are one share of the data, so the mix of outcomes need not match the whole.
